TRb-SRC2 inh: inhibitors of human thyroid hormone receptor beta-SRC2 interaction; 0.065% of 280,000 active; P10828; Potency, µM (top dose mostly 106 µM), inactives show at the highest dose activity change, negative = inhibition, most hits filed as inhibitors; TRbeta-SRC2 peptide binding, fluorescence polarization; receptor liganded with 1 µM T3; active = well fitted inhibition curve with a large enough effect; inconclusive = small, poorly fitted or top-dose-only effect, or effect the other way;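 also: plate controls were bound peptide for no effect and peptide without receptor for full effect; nearly all actives have a fitted effect of over 50% in size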
Target sequence (P10828 whole entry, looked up): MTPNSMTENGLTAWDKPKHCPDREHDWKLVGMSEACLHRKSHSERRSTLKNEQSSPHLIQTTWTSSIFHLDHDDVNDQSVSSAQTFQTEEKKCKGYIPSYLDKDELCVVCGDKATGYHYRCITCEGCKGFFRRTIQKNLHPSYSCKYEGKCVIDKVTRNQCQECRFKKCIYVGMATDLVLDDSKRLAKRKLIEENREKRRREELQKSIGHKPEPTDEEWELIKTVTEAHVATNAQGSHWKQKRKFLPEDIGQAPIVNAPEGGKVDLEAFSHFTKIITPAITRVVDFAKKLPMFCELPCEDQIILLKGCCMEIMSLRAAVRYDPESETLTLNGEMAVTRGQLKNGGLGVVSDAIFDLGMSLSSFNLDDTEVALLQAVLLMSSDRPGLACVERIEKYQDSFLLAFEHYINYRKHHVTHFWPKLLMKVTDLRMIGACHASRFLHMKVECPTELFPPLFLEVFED
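Fluorescence polarization of 20 nM Texas Red SRC2 peptide with 0.6 uM human TRb ligand-binding domain, in Tris buffer with 1uM T3 and 5% DMSO. Incubated 5 hr ambient; normalized to unbound and bound controls.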
TexasRed fluor: Texas Red fluorescence interference in TRb-SRC2 counter-screen; TRb/SRC2 Texas Red total fluorescence interference; AID 1479; 0.29% of 280,000 active; Potency, µM (doses to about 106 µM), for inactives: top-dose fluorescence change, negative = quenching; active = well fitted curve in either direction with a large enough effect; inconclusive = small, poorly fitted or top-dose-only effect
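Human TRβ ligand-binding domain (0.6 uM) and Texas Red SRC2 peptide (20 nM) in Tris buffer with 1 uM T3 and 5% DMSO were incubated with pinned compound for 5 hr at ambient temperature. Total fluorescence was computed as S + 2P (555/632 nm).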
Numbers without * were called inactive; ? = inconclusive; [ ] = remark or other dose. Unless noted, % is scaled to controls: 0 for no effect and ±100 for the full control effect; potency is read from the fitted curve at half-maximal effect. An excerpt; the hit share may differ from the screen's.

Sample of the layout (13 entries):
SMILES	TRb-SRC2 inh	TexasRed fluor
CSCCC(NS(=O)(=O)c1ccc2c(c1)oc(=O)n2C)C(=O)NCc1ccc(Cl)cc1 (centres undefined)	-3%	-2%
CCOC(=O)c1c(NC(=O)CS(=O)(=O)c2ccc(C)cc2)sc2c1CCC(C)C2 (centres undefined)	-3%	0%
O=S(=O)(Nc1ccc(-c2ccc(N3CCCCCC3)nn2)cc1)c1cccc(C(F)(F)F)c1	-10%	3162µM*[quencher]
CCc1ccc(OCC2c3cc(OC)c(OC)cc3CCN2C(=O)c2ccc(S(=O)(=O)N3CCCC3)cc2)cc1 (centres undefined)	-2%	-1%
CCOC(=O)c1ccccc1NC(=O)Cc1c(C(=O)O)c(C)cn1C	2%	-29%
CC(C)CCCC(C)C1CC(=O)C2=C3CCC4CC(O)CCC4(C)C3CCC21C (centres undefined)	2%	3%
Cc1ccn2c(=O)cc(CSc3nnc(C)s3)nc2c1	-3%	-1%
O=C(NC1CCCCC1)c1ccc2c(c1)N(Cc1cccc(Cl)c1)C(=O)c1ccccc1S2(=O)=O	-4%	0%
COCCNC(=O)CSc1nc(-c2ccccc2C)nc2c1c(=O)n(C)c(=O)n2C	-4%	0%
CCOC(=O)c1cccc(NC(=O)CC2C(=O)N(c3ccc(F)cc3)C(=O)N2C(C)C)c1 (centres undefined)	5%	0%
Cc1ccc(CSc2nnc3[nH]c(=O)cc(C)n23)cc1	-7%	1%
Cn1cnc(S(=O)(=O)N2CCC(C(=O)N3CCN(c4ccccc4F)CC3)CC2)c1	1%	0%
COC(=O)c1sc2cccc(F)c2c1S(=O)(=O)Nc1ccc(N(C)C)cc1	5%	-7%

Main list (from the top)
SMILES	TRb-SRC2 inh	TexasRed fluor
CSCCC(NS(=O)(=O)c1ccc2c(c1)oc(=O)n2C)C(=O)NCc1ccc(Cl)cc1 (centres undefined)	-3%	-2%
CCOC(=O)c1c(NC(=O)CS(=O)(=O)c2ccc(C)cc2)sc2c1CCC(C)C2 (centres undefined)	-3%	0%
O=S(=O)(Nc1ccc(-c2ccc(N3CCCCCC3)nn2)cc1)c1cccc(C(F)(F)F)c1	-10%	3162µM*[quencher]
CCc1ccc(OCC2c3cc(OC)c(OC)cc3CCN2C(=O)c2ccc(S(=O)(=O)N3CCCC3)cc2)cc1 (centres undefined)	-2%	-1%
CCOC(=O)c1ccccc1NC(=O)Cc1c(C(=O)O)c(C)cn1C	2%	-29%
CC(C)CCCC(C)C1CC(=O)C2=C3CCC4CC(O)CCC4(C)C3CCC21C (centres undefined)	2%	3%
Cc1ccn2c(=O)cc(CSc3nnc(C)s3)nc2c1	-3%	-1%
O=C(NC1CCCCC1)c1ccc2c(c1)N(Cc1cccc(Cl)c1)C(=O)c1ccccc1S2(=O)=O	-4%	0%
COCCNC(=O)CSc1nc(-c2ccccc2C)nc2c1c(=O)n(C)c(=O)n2C	-4%	0%
CCOC(=O)c1cccc(NC(=O)CC2C(=O)N(c3ccc(F)cc3)C(=O)N2C(C)C)c1 (centres undefined)	5%	0%
Cc1ccc(CSc2nnc3[nH]c(=O)cc(C)n23)cc1	-7%	1%
Cn1cnc(S(=O)(=O)N2CCC(C(=O)N3CCN(c4ccccc4F)CC3)CC2)c1	1%	0%
COC(=O)c1sc2cccc(F)c2c1S(=O)(=O)Nc1ccc(N(C)C)cc1	5%	-7%
NC(=O)C1CCN(C(=O)c2cccc(NC(=O)c3nsc4ccccc34)c2)CC1	2%	-2%
Cc1nn(C)c2c1c(C(F)(F)F)cc(=O)n2C(C)C(=O)N1CCN(c2ccccc2)CC1 (centres undefined)	-5%	-1%
Cc1cc(NC(=O)c2cccn2-c2nnc(N3CCCCC3)s2)ccc1Br	6%	-1%
Cc1nn(C)c2c1c(C(F)(F)F)cc(=O)n2CC(=O)N1CCCCC1C (centres undefined)	5%	-5%
COc1ccc(NC(=O)Cn2c(-c3ccc(F)cc3)cc(C(C)=O)c2C)c(OC)c1	-5%	1%
O=C(NCc1ccc(Cl)cc1)C(=O)NCC(c1ccc2c(c1)OCO2)N1CCOCC1 (centres undefined)	-1%	-5%
CCc1cccc(-n2c(=O)c3cccnc3n2CC(=O)Nc2ccc(OC)c(Cl)c2)c1	-5%	-2%
Cc1cc(C)cc(NC(=O)N2CCC(N3CCN(Cc4ccccc4)C(=O)C3=O)CC2)c1	-3%	-1%
Oc1c(C(c2ccccc2)N2CCN(Cc3ccccc3)CC2)sc2nc(-c3ccco3)nn12 (centres undefined)	-9%	-2%
Cc1ccc(NC(=O)C2CCN(S(=O)(=O)c3cc(-c4noc(C)n4)ccc3C)CC2)c(C)c1	-8%	2%
COc1ccc(CCN2CCC(CNC(=O)c3cnn(-c4ccccc4)c3C3CCN(C(=O)OC(C)(C)C)CC3)CC2)cc1	-4%	-1%
COc1ccc(Cn2c(=O)n(-c3ccc(F)c(Cl)c3)c(=O)c3c2c2cc(OC)ccc2n3C)cc1	-5%	-1%
COc1cccc(NC(=O)CN2C(=O)C3(SCC(=O)N3c3cc(C)cc(C)c3)c3ccccc32)c1 (centres undefined)	-4%	-20%
COc1ccccc1CNC(=O)c1ccc(-c2nc(CS(=O)(=O)c3ccc(C)cc3)c(C)o2)cc1	-14%	0%
CCN(C(=O)c1ccc2c(c1)N(Cc1cccc(Cl)c1)C(=O)c1ccccc1S2=O)c1ccccc1 (centres undefined)	-8%	-2%
CCc1ccc(OC(=O)c2sc3ncn(Cc4cccc(F)c4)c(=O)c3c2C)cc1	-15%	?
COc1ccc(-c2noc(N3CCC(C(=O)Nc4cccc(C)c4C)CC3)n2)cc1	-6%	0%
CCc1cccc(NC(=O)c2c(C)oc3ncnc(N4CCCCC4)c23)c1	-4%	-4%
CCOc1ccc2ncc3c(-c4ccccc4)nn(CC(=O)Nc4cccc(F)c4)c3c2c1	3%	-1%
O=C(CSc1nc(=O)[nH]c2c1CCC2)NCc1ccc(Cl)cc1	-2%	2%
COc1cccc(CNS(=O)(=O)c2ccc3c(c2)C(C(C)C)C(=O)N3)c1 (centres undefined)	-3%	?
Cc1ccc(C)c(NC(=O)c2cc(S(=O)(=O)N3CCc4ccccc4C3)ccc2F)c1	2%	1%
CC(=O)c1ccc(S(=O)(=O)N2CCn3cccc3C2c2ccc(C)cc2)cc1 (centres undefined)	-5%	-2%
O=C(COc1ccccc1)Nc1nnc2n1CCS2	-6%	-3%
COc1ccc(NC(=O)c2c(-c3ccc(C)cc3)nnc3ccccc23)cc1Cl	-3%	0%
COc1ccc(CCNC(=O)c2cnn(-c3cccc(C)c3)c2C2CCNCC2)cc1OC	-5%	-2%
O=C(NCc1ccccc1Cl)c1c2c(nc3ccccc13)C(=O)N(C1CCCCC1)C2	-4%	-5%
CCCC(CCC)C(=O)Nc1cccc(-c2cn3cccnc3n2)c1	-7%	-6%
COc1ccccc1OCCCSc1nc(-c2ccc(C(C)(C)C)cc2)nc2cc(=O)[nH]n12	-5%	-2%
CCc1ccccc1NC(=O)c1ccc(F)c(S(=O)(=O)N2CCN(c3cccc(Cl)c3)CC2)c1	-6%	-2%
COc1ccc(CNC(=O)CSc2ncc3c(n2)-c2cc(Cl)ccc2N(Cc2ccccc2)S3(=O)=O)cc1	-1%	1%
COc1ccc(S(=O)(=O)NCCc2sc(C)nc2C)cc1F	-7%	-3%
COc1ccc(OC)c(S(=O)(=O)NCCc2sc(-c3ccc(C)cc3)nc2C)c1	-9%	1%
COC(=O)CC[C@H](N)C(=O)O	3%	-2%
CCc1nc2ccc(C(=O)NCc3cccc(Br)c3)cc2nc1CC	5%	2%
COc1ccccc1CCNS(=O)(=O)c1ccc(N2CCCCS2(=O)=O)cc1	-5%	0%
COc1ccc(Cn2ccc3nc(C)c(C(=O)N4CCN(c5ccccc5F)CC4)cc3c2=O)cc1	1%	?
COc1ccc(N2CCN(C(=O)c3c(C)oc4nc(C)nc(N5CCCC5)c34)CC2)cc1	-4%	1%
COc1ccc(CNC(=O)c2ccc3c(c2)N(C)C(=O)C2CCCCN32)cc1OC (centres undefined)	-7%	-2%
Cc1ccc(NC(=O)C2CCCN(c3ncnc4onc(C)c34)C2)cc1Cl (centres undefined)	6%	1%
Cc1ccc(CCNC(=O)CCCn2nc(C)c3c(C)n(-c4ccc(C)cc4)nc3c2=O)cc1	5%	-2%
CCN(CC)CCCNC(=O)c1ccc2nc(CCc3ccccc3)oc2c1	5%	2%
CCOC(=O)c1ccc(NC(=O)CSc2nc3ccccc3c(=O)n2CCNC(C)=O)cc1	-2%	-3%
O=C(CSc1ncc2c(n1)-c1ccccc1N(Cc1ccc(F)cc1)S2(=O)=O)NCCc1ccccc1	-4%	1%
CCc1cccc(NC(=O)c2ccc(NC(=O)N3CCSc4ncccc43)cc2)c1	-4%	0%
CCOC(=O)c1c(N)n(-c2ccccc2CC)c2nc3ccccc3nc12	-4%	-1%
COc1ccc(S(=O)(=O)NCCc2cn3ccsc3n2)cc1OC	-2%	-1%
The list goes on.
SMILES	TRb-SRC2 inh	TexasRed fluor
COc1ccc(-c2nc(CNC(=O)Nc3ccccc3)c(C)o2)cc1	2%	0%
Cc1nn(S(=O)(=O)c2ccc(Br)cc2)c(C)c1S(=O)(=O)N1CCCCCC1	2%	-3%
CCn1nc(C)c(CCN(C)C(=O)Nc2cc(OC)c(OC)c(OC)c2)c1C	-6%	-1%
O=C(CSc1n[nH]c(-c2ccccc2Cl)n1)N1CCN(c2ccc(F)cc2)CC1	4%	-1%
Cc1ccc(CN2CCCn3nc(C(=O)NCCc4ccccc4C)cc3C2=O)cc1	5%	-2%
COc1ccccc1N1CCN(C(=O)Cn2cnc3onc(-c4ccc(F)cc4)c3c2=O)CC1	-5%	-8%
Cc1ccc(/C=C/c2onc(C)c2S(=O)(=O)N2CCC(C(=O)NCC(C)c3ccccc3)CC2)cc1 (centres undefined)	-1%	-3%
CCc1ccc(S(=O)(=O)NCCc2csc3nc(-c4ccccc4)nn23)s1	-1%	0%
Cc1cc(C)cc(NC(=O)C(=O)NCC(c2ccc3c(c2)OCO3)N2CCN(C)CC2)c1 (centres undefined)	7%	3%
CCCCNC(=O)c1cccc(-n2cnc3cccnc32)c1C	-7%	2%
Cc1cn([C@H]2CC(F)[C@@H](CO)O2)c(=O)[nH]c1=O (some centres undefined)	-2%	-2%
COc1ccc(N2CC(NC(=O)c3ccc4c(c3)OCO4)CC2=O)cc1 (centres undefined)	7%	0%
Cc1c(Cl)cccc1NC(=O)Cn1c(=O)cc(C)c2c(C)nn(-c3cccc(F)c3)c21	-3%	2%
COc1ccccc1CNC(=O)CSc1nc(=O)[nH]c2c1CCC2	-2%	1%
O=C(C1CC1)N1CCN(c2nc3ccc(F)cc3s2)CC1	5%	-3%
CCOC(=O)c1cc(-c2ccc(OC)cc2)n(CCC(=O)NC2CCCCC2)c1C	4%	-23%
Cn1c(CNC(=O)CSc2n[nH]c(-c3ccccc3Cl)n2)nc2ccccc21	-1%	-3%
CN(Cc1ccccc1)c1ncnc2onc(-c3ccc(F)cc3)c12	-4%	-7%
COCCNC(=O)CSc1c(C)cnc2c1c(=O)n(C)c(=O)n2C	-10%	-1%
O=C(COc1ccc(F)cc1)Nc1ccccc1C(=O)OCc1cc(=O)n2ccsc2n1	5%	-1%
Fc1ccc2ncc3c(-c4ccccc4)n[nH]c3c2c1	2%	-1%
CN(C)S(=O)(=O)c1ccc2c(c1)N(CC(=O)N1CCC(C(N)=O)CC1)CCS2	3%	-6%
CCc1ccc(C2=C(C)C(N3CCC(C(=O)NCc4ccccc4)CC3)=NS2(=O)=O)cc1	-4%	-19%
COc1cc([N+](=O)[O-])ccc1NC(=O)N1CCN(c2cc(-c3noc(C)n3)ccc2C)CC1	-6%	0%
Cc1ccc(C)c(N2CCN(C(=O)c3cc(S(=O)(=O)N4CCCCC4)cn3C)CC2)c1	-6%	-1%
Cc1ccc(-n2cc(C(=O)Oc3cccc(C)c3)c3ccccc3c2=O)cc1	-1%	5%
Cc1ccc(CNC(=O)c2cccn2-c2nnc(N3CCCCC3)s2)cc1	6%	-2%
Fc1ccc(-c2noc3ncnc(N4CCCCC4)c23)cc1	-24%	89µM*[quencher]
CCc1nnc(NC(=O)CSc2nccn2Cc2ccc(Cl)cc2)s1	5%	-1%
CC(=O)c1cccc(NC(=O)CN2C(=O)CCc3cc(S(=O)(=O)N4CCCCC4)ccc32)c1	1%	-1%
COC(=O)c1ccc(NC(=O)CSc2ncc3c(n2)-c2cc(Cl)ccc2N(Cc2ccccc2)S3(=O)=O)cc1	1%	0%
CCCCc1nn2c(=O)cc(COC(=O)c3cccs3)nc2s1	-4%	-4%
COc1cc(OC)cc(C(=O)Nc2ccc(S(=O)(=O)N3CCCCC3c3cccnc3)cc2)c1 (centres undefined)	0%	-4%
Cc1ccc(Cn2c(CNS(=O)(=O)c3ccc(F)c(Cl)c3)nc3cccnc32)cc1	1%	5%
COc1ccc(CNC(=O)c2ccc3[nH]c(C)c(C)c3c2)c(OC)c1	-5%	0%
C=Cc1ccc(CN2C(=O)N(c3ccc(C)c(C)c3)S(=O)(=O)c3ccccc32)cc1	-3%	-4%
CCOc1ccc(CNC(=O)C2CCCN(S(=O)(=O)c3ccc4c(c3)CCCC(=O)N4)C2)cc1 (centres undefined)	-4%	-1%
CC1CCN(c2nn3c(=O)c(C(=O)NCCc4ccc(Cl)cc4)cnc3s2)CC1	-10%	-1%
O=c1ccc2cc(S(=O)(=O)N3CCCC3)ccc2[nH]1	-1%	5%

Bioassay records deposited in PubChem BioAssay by National Center for Advancing Translational Sciences (NCATS).
